Screening data (PubChem)
Myeloid diff MLP: promotes myeloid progenitor differentiation; actives 1% (n = 360,000); calls only at 10 µM; ER-HoxA9 myeloid progenitors, lysozyme-GFP differentiation, flow cytometry;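 active = normalized GFP-positive differentiation at or above the plate's own cutoff, the solvent-only control mean plus 3 SD; inconclusive = no clear call, values can overlap the other calls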;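 note: cells exposed to compound for four days before flow analysis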
RSV CPE inhibition: RSV antiviral activity via CPE protection, HEp-2 cells, primary 10 µM value included (AID 2391) | HEp-2 cells, RSV-induced CPE inhibition; higher % means a stronger effect | CPE inhibition, % at 10 µM, or IC50 in µM where a hit was titrated | actives 0.13% (n = 310,000); in the data active = a potency from the dose series; inconclusive = CPE inhibition mostly from about 23% at the one dose, without a potency; inactive = the rest, 99 in 100 with CPE inhibition below about 21%; note: strong numbers were not always called active
Large T inhibition: SV40 large T antigen inhibitors, biochemical (AID 1903) | actives 0.39% (n = 310,000) | inhibition, % at 20 µM; hits with a dose series show IC50 in µM | SV40 large T antigen ATPase/helicase inhibition assay; higher % means a stronger effect; in the data active = a potency from the dose series; inconclusive = inhibition mostly from about 32% at the one dose, without a potency; inactive = the rest, 99 in 100 with inhibition below about 32%; note: strong numbers were not always called active
WT yeast gro inh: growth inhibition of WT yeast, mitochondrial fusion screen | mitochondrial fusion phenotypic screen, WT strain | inhibition, % at 10 µM | actives 2.1% (n = 190,000); in the data active = inhibition above about 58%; tested in S. cerevisiae
MgcRacGAP inhibition: MgcRacGAP GTPase-activating activity inhibitors, confirmation, biochemical, ADP Hunter fluorescence | MgcRacGAP-stimulated Rac1 GTP hydrolysis, ADP Hunter fluorescence; higher % means a stronger effect; GST-tagged Rac1 F28L mutant substrate | AID 624330 | inhibition, % at 30 µM, or IC50 in µM where a hit was titrated | actives 0.6% (n = 340,000);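 active = first-screen hits whose inhibition reached a set limit at any dose in the follow-up dose series; inconclusive = inhibition above the set first-screen limit but never retested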;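 note: fluorescence reports GDP produced by GAP-driven GTP hydrolysis; strong numbers were not always called active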
West Nile virus CPE: inhibition of WNV-induced cytopathic effect – cell-based, CPE readout (AID 1621) | West Nile virus-infected cells, CPE inhibition; higher % means a stronger effect | CPE inhibition, % at 10 µM; hits with a dose series show IC50 in µM | actives 0.02% (n = 290,000); in the data active = a potency from the dose series; inconclusive = CPE inhibition mostly from about 3.7% at the one dose, without a potency; inactive = the rest, 99 in 100 with CPE inhibition below about 2.2%; note: strong numbers were not always called active
Salmonella PhoP GFP: inhibitors of PhoP regulon expression, primary screen, Salmonella Typhimurium, GFP reporter (AID 1863); S. Typhimurium PhoP-regulated promoter GFP reporter, 4 h; higher % means a stronger effect; one-dose inhibition, % at 50 µM; IC50 in µM for titrated hits; actives 0.16% (n = 300,000);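 active = inhibition over 29.93%, a cutoff 3 SD above the screen mean, later confirmed by dose response; inconclusive = inhibition over 29.93% but no dose response follow-up; inactive = inhibition at most 29.93% or unconfirmed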;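 note: 0% = low Mg2+ inducing control and 100% = high Mg2+ repressing control; strong numbers were not always called active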
b-catenin transl: modulators of beta-catenin nuclear translocation. HeLa beta-catenin nuclear translocation, immunofluorescence imaging. nuclear translocation activity, % at 5 µM. actives 0.3% (n = 190,000). AID 1665;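 active = nuclear translocation activity above 50% at 5 µM, with a well cell count of 50 or more; inconclusive = wells under 50 cells across six images, flagged as toxic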;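 note: per-cell ratio of nuclear to cytoplasmic median beta-catenin stain intensity; plate controls were DMSO negative control for no effect and GSK-3 inhibitor IX positive control for full effect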
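assay system = human HeLa cells, endogenous beta-catenin | times = compound treatment 24 h, 37°C, 5% CO2 | detection = Anti-beta-catenin immunofluorescence on PFA-fixed, Triton-permeabilized cells, DAPI nuclei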
T cell modulator: T cell immune modulators affecting CD8 T cell-vesicle binding; 2C CD8+ T cell-vesicle binding, flow cytometry; stronger effect = lower value; calls only at 7 µM; actives 0.068% (n = 330,000); AID 2052;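 active = response, share of CD8 T cells binding vesicles, and their 90th percentile fluorescence all below set limits, cut at about 80% in these data, passing the limit was not always enough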
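System: murine 2C transgenic CD8+ T lymphocytes; also added: QL9-loaded Drosophila micro-vesicles; times: binding 1.5 h at 37 °C; measured by: flow cytometry, PE anti-B7-1 (FL2) versus Alexa647 anti-CD8 (FL8), PFA-fixed; control set: Peptide-free naked vesicles (low) and QL9 vesicles with 0.7% DMSO vehicle (high)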
WT yeast gro inh mutant strain: also measured in WT yeast gro inh; calls as there; inhibition, %; mitochondrial fusion phenotypic screen, mutant strain inhibition
b-catenin transl cell count 5 µM: also measured in b-catenin transl; calls as there; cell count; measured here: cell count, cytotoxicity flag
T cell modulator vesicle-bound %: also measured in T cell modulator; calls as there; double positive events, %; measured here: CD8+ vesicle-bound cell fraction;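 binding gate set so that unloaded-vesicle control wells show 10% double positive cells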
Myeloid diff MLP GFP+ MAC1+ %: also measured in Myeloid diff MLP; calls as there; GFP+ MAC1+ double positive, %; measured here: differentiation confirmed by MAC1 staining
* = called active by the depositor; i = inactive; ? = inconclusive; nt = not tested or not shown.

Structure	Myeloid diff MLP	Myeloid diff MLP GFP+ MAC1+ %	RSV CPE inhibition	Large T inhibition	WT yeast gro inh	WT yeast gro inh mutant strain	MgcRacGAP inhibition	West Nile virus CPE	Salmonella PhoP GFP	b-catenin transl	b-catenin transl cell count 5 µM	T cell modulator	T cell modulator vesicle-bound %
CCOC(=O)c1nnn(CC(=O)N2N=C(c3ccc(Cl)cc3)CC2c2ccccc2)c1C(=O)OCC (stereo unspecified)	i	0.2	2.7%	4%	-1	-10	10%	1.6%	6%	8.5	496	i	18
CC(=O)Nc1ccc(S(=O)(=O)NCC(=O)OCC(=O)NC(=O)c2cccn2C)cc1	i	0.0	0.7%	8%	nt	nt	12%	0.4%	1%	-0.3	1275	i	49
COc1ccc(-c2c(N)nnc3c2[nH]c2ccccc23)cc1OC	i	0.3	8.7%	3%	7	-2	7%	nt	26%	2.6	1391	i	39
Cc1cc(NS(=O)(=O)c2ccc(NC(=O)/C=C/c3c(F)cccc3Cl)cc2)nc(C)n1	i	0.9	2.2%	5%	nt	nt	10%	0.7%	-2%	nt	nt	i	9
N#Cc1ccc(NC(=O)Cn2cnc(S(=O)(=O)N3CCCCC3)c2)cc1	i	1.1	1.4%	17%	nt	nt	7%	0.0%	7%	nt	nt	i	39
CCN(CC)CC(=O)Nc1cc(N(C)C)nc2ccccc12	i	0.4	nt	3%	nt	nt	22%	-1.1%	1%	-0.3	1124	i	27
CC1CN(C(=O)COC(=O)c2cc(=O)c3ccccc3o2)CC(C)O1 (stereo unspecified)	i	0.6	-0.6%	5%	nt	nt	1%	0.4%	0%	nt	nt	i	4
CC1CCN(c2nc(-c3ccccc3)cc(C(F)(F)F)n2)CC1	i	0.9	3.6%	7%	12	-4	3%	0.1%	-1%	-0.4	1383	i	48
CC1c2ccccc2SC(CCCN(C)C)c2ccccc21 (stereo unspecified)	i	0.7	0.2%	2%	11	5	6%	-0.7%	0%	nt	nt	i	34
CCOc1ccccc1OCC(=O)O	i	1.0	0.8%	27%	20	1	5%	1.4%	-5%	-5.3	836	i	19

Going on with the list:
Structure	Myeloid diff MLP	Myeloid diff MLP GFP+ MAC1+ %	RSV CPE inhibition	Large T inhibition	WT yeast gro inh	WT yeast gro inh mutant strain	MgcRacGAP inhibition	West Nile virus CPE	Salmonella PhoP GFP	b-catenin transl	b-catenin transl cell count 5 µM	T cell modulator	T cell modulator vesicle-bound %
COc1cc(OC)cc(C(=O)Nc2cc(C)on2)c1	i	0.9	0.7%	9%	nt	nt	10%	-0.3%	-2%	nt	nt	i	60
COC(=O)Nc1ccc(S(=O)(=O)N2CCCC(C(=O)N3CCCCC3)C2)cc1 (stereo unspecified)	i	0.4	1.2%	21%	21	10	0%	-1.3%	3%	0.3	1163	i	49
CC1CN(C(=O)CSc2nnc(CNC(=O)c3ccc(S(=O)(=O)N(C)C)cc3)o2)CC(C)O1 (stereo unspecified)	nt	nt	2.1%	22%	nt	nt	6%	-0.4%	-5%	nt	nt	i	11
COc1ccccc1C(=O)NNC(=O)CN1C(=O)c2ccccc2C1=O	i	1.0	0.9%	11%	nt	nt	8%	0.0%	4%	nt	nt	i	69
CC(=O)N1c2ccc(S(=O)(=O)N3CCCC3C(=O)Nc3cccc(F)c3)cc2CC1C (stereo unspecified)	i	6.3	0.5%	nt	nt	nt	-4%	-1.4%	nt	nt	nt	i	49
CNC(=O)N(O)C1N(c2ccccc2)C(=S)SC1(C)C (stereo unspecified)	i	0.2	0.6%	4%	-5	-8	-7%	0.3%	0%	-1.3	949	i	51
Cc1[nH][nH]c(=O)c1C(c1ccc(-c2ccc(F)cc2)o1)c1c(C)[nH][nH]c1=O	i	0.1	0.9%	nt	21	20	11%	-0.3%	nt	0.5	958	i	42
O=C(Nc1cccc(F)c1)c1c(F)c(F)c(F)c(F)c1F	i	1.0	11%	1%	10	-5	8%	2.4%	3%	0.7	1013	i	46
Cc1cc(OCC(=O)Nc2ccncc2)ccc1Br	i	1.6	0.6%	5%	-5	15	1%	0.0%	-1%	-0.8	1184	i	14
Cc1cccc(-c2nc(CS(=O)CC(=O)NCc3cccs3)c(C)o2)c1 (stereo unspecified)	i	1.9	1.9%	9%	4	8	2%	-0.3%	7%	nt	nt	i	26

Further structures:
Structure	Myeloid diff MLP	Myeloid diff MLP GFP+ MAC1+ %	RSV CPE inhibition	Large T inhibition	WT yeast gro inh	WT yeast gro inh mutant strain	MgcRacGAP inhibition	West Nile virus CPE	Salmonella PhoP GFP	b-catenin transl	b-catenin transl cell count 5 µM	T cell modulator	T cell modulator vesicle-bound %
NC(=O)CSc1nnc(-c2cnccn2)n1-c1ccccc1	i	0.8	0.9%	2%	-10	-31	14%	-0.1%	-10%	-0.3	1084	i	49
COc1ccc(Nc2nc(C)cc(C)c2C(N)=O)c(OC)c1	i	2.1	0.8%	9%	4	-23	15%	-0.1%	-5%	-1.8	1031	i	21
Cc1ccc(C(=O)/C=C/c2cn(CC(O)CN3CCOCC3)c3ccccc23)cc1 (stereo unspecified)	i	1.2	-0.2%	6%	51	41	1%	-1.8%	-14%	10	751	i	33
O=C(COc1ccc(S(=O)(=O)N2CCOCC2)cc1)NC1CC1	i	2.1	0.7%	-3%	nt	nt	4%	0.3%	-2%	nt	nt	i	14
CCOC(=O)N1CCN(c2nc(-c3cccc(OC)c3)cc(C(F)(F)F)n2)CC1	i	0.7	?	17%	13	-24	10%	-0.5%	-3%	0.1	1438	i	63
COc1ccc(C(=O)NCCS(=O)(=O)NCc2ccco2)cc1	i	1.5	-1.5%	29%	nt	nt	6%	nt	3%	nt	nt	i	10
CN(C)c1nc(N/N=C\c2ccc(Cl)c([N+](=O)[O-])c2)nc(Nc2ccc(F)cc2)n1	i	12	-0.7%	nt	nt	nt	4%	0.8%	nt	nt	nt	i	51
COc1ccc(NC(=O)C2C3C=CC4(O3)C2C(=O)N(CCN2CCCCC2)C4C(=O)NC2CCCC(C)C2C)cc1 (stereo unspecified)	i	1.6	0.1%	13%	nt	nt	11%	0.0%	-11%	nt	nt	i	43
CCCCCCC(=O)N1CCC(c2nc3c(nnn3Cc3ccccc3Cl)c(=O)[nH]2)CC1	i	1.8	-3.6%	15%	8	8	-2%	-0.7%	7%	nt	nt	i	41
COc1ccc2c(=O)c(-c3ccc(OC)c(OC)c3)coc2c1	i	2.0	1.2%	6%	3	13	2%	-0.5%	-3%	-0.2	1070	i	60

An excerpt from above in order of length of the SMILES, lowest first:
Structure	Myeloid diff MLP	Myeloid diff MLP GFP+ MAC1+ %	RSV CPE inhibition	Large T inhibition	WT yeast gro inh	WT yeast gro inh mutant strain	MgcRacGAP inhibition	West Nile virus CPE	Salmonella PhoP GFP	b-catenin transl	b-catenin transl cell count 5 µM	T cell modulator	T cell modulator vesicle-bound %
COc1ccc(C(=O)NCCS(=O)(=O)NCc2ccco2)cc1	i	1.5	-1.5%	29%	nt	nt	6%	nt	3%	nt	nt	i	10
CCOC(=O)N1CCN(c2nc(-c3cccc(OC)c3)cc(C(F)(F)F)n2)CC1	i	0.7	?	17%	13	-24	10%	-0.5%	-3%	0.1	1438	i	63
CN(C)c1nc(N/N=C\c2ccc(Cl)c([N+](=O)[O-])c2)nc(Nc2ccc(F)cc2)n1	i	12	-0.7%	nt	nt	nt	4%	0.8%	nt	nt	nt	i	51
COc1ccc(NC(=O)C2C3C=CC4(O3)C2C(=O)N(CCN2CCCCC2)C4C(=O)NC2CCCC(C)C2C)cc1 (stereo unspecified)	i	1.6	0.1%	13%	nt	nt	11%	0.0%	-11%	nt	nt	i	43

(list continues)
Structure	Myeloid diff MLP	Myeloid diff MLP GFP+ MAC1+ %	RSV CPE inhibition	Large T inhibition	WT yeast gro inh	WT yeast gro inh mutant strain	MgcRacGAP inhibition	West Nile virus CPE	Salmonella PhoP GFP	b-catenin transl	b-catenin transl cell count 5 µM	T cell modulator	T cell modulator vesicle-bound %
Cc1ccc(OC[C@H](O)[C@H](C)NC(C)C)c2c1CCC2	i	1.9	-0.4%	7%	nt	nt	7%	nt	-2%	nt	nt	i	27
CC1Cc2ccccc2N1C(=S)NC(=O)c1cccc(Br)c1 (stereo unspecified)	i	0.6	7.5%	9%	60	67	-1%	-0.7%	-3%	-1.6	917	i	46
Cc1ccccc1NC(=O)COC(=O)c1cc(S(=O)(=O)N2CCOCC2)ccc1C	i	1.0	1.2%	nt	nt	nt	2%	nt	nt	nt	nt	i	40
Cc1ccc2nc(SCC(=O)NCc3ccco3)[nH]c2c1	i	4.8	-0.1%	9%	9	-8	5%	nt	33%	0.3	1174	i	54
Cc1cccc(C(=O)NCCNC(=O)c2cccc(C)c2)c1	i	0.7	0.1%	6%	-5	-6	-3%	-0.5%	3%	-0.4	1015	i	44
Cc1ccc(NC(=O)c2cc(N(C)C)ccc2[P+](=O)O)cc1	i	1.3	1.8%	10%	-4	13	5%	0.2%	-9%	-3.7	901	i	28
COc1ccc(NC(=O)c2cccc(NC3=NC4CS(=O)(=O)CC4S3)c2)cc1Cl (stereo unspecified)	i	2.3	-1.0%	-10%	nt	nt	11%	-0.2%	nt	nt	nt	i	42
O=C(COC(=O)c1cccs1)NC12CC3CC(CC(C3)C1)C2	i	0.3	1.2%	10%	-18	10	8%	-0.1%	-4%	-0.9	985	i	23
O=C(O)CCNc1nc(-c2ccccc2)nc2ccccc12	i	0.3	3.2%	nt	-1	-3	6%	0.1%	-9%	-0.9	1202	i	26
O=S(=O)(N1CCOCC1)N1CCN(c2ccccc2F)CC1	i	0.6	2.2%	6%	-1	-1	5%	-0.2%	5%	-0.7	1017	i	24
CC1(C)CC(=O)C=C(NC2CCCCCCC2)C1	i	1.1	2.1%	4%	-9	-11	9%	-0.5%	-2%	-0.8	537	i	4
